TRb-SRC2 inh: inhibitors of human thyroid hormone receptor beta-SRC2 interaction; P10828; TRbeta-SRC2 peptide binding, fluorescence polarization; receptor liganded with 1 µM T3; Potency, µM (doses to about 106 µM), for the others: top-dose activity change, negative = inhibition, most hits filed as inhibitors; 0.065% of 280,000 active;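 also: plate controls were bound peptide for no effect and peptide without receptor for full effect; nearly all actives have a fitted effect of over 50% in size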
Target sequence (P10828 whole entry, looked up): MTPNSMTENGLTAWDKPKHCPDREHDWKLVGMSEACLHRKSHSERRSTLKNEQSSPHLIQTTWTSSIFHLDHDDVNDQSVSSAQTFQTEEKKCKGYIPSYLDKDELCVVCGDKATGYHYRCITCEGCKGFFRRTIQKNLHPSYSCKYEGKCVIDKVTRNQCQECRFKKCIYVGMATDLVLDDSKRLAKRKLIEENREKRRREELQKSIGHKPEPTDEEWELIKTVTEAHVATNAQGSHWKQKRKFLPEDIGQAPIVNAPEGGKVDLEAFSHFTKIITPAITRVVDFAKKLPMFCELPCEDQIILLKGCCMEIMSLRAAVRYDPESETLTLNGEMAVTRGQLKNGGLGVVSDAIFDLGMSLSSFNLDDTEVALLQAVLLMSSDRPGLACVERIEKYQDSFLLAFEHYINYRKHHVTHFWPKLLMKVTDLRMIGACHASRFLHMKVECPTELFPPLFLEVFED
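Assay buffer: 20 mM Tris-HCl, 100 mM NaCl, 10% glycerol, 1 mM EDTA, 0.01% NP-40, 1 mM DTT, 1 uM T3, 5% DMSO; TRb LBD 0.6 uM, Texas Red SRC2 20 nM; FP after 5 hr.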
TR SRC2 fluor cs: Texas Red fluorescence interference in TRb-SRC2 counter-screen | Potency, µM (highest dose often 106 µM), inactives show at the top dose fluorescence change, negative = quenching | 0.29% of 280,000 active | TRb/SRC2 Texas Red total fluorescence interference | AID 1479; active = well fitted curve in either direction with a large enough effect; inconclusive = small, poorly fitted or top-dose-only effect; also: % is scaled to controls: 0 for no effect and ±100 for the full control effect
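Human TRβ ligand-binding domain (0.6 uM) and Texas Red SRC2 peptide (20 nM) in Tris buffer with 1 uM T3 and 5% DMSO were incubated with pinned compound for 5 hr at ambient temperature. Total fluorescence was computed as S + 2P (555/632 nm).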
SMN2 splice up: increases expression of the SMN2 splice variant | Potency, µM (top dose mostly 46.1 µM), for inactives: at the highest dose activity change, positive = activation, usual class: activators | AID 1458 | HEK293 SMN2-luciferase splicing reporter, luminescence, 30-36 h | 2.8% of 210,000 active; also: % of control where 0% means no effect; nearly all actives have a fitted effect of over 55% in size
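HEK293 cells carry an SMN2 minigene-luciferase reporter in which exon 7 inclusion puts luciferase in frame. Cells were seeded at 2000 cells/well, attached for 10-12 hours, then exposed to compounds for 30-36 hours at 37C before ONE-Glo luminescence.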
ALDH1A1 block: ALDH1A1 (human) enzyme inhibition; 7.3% of 220,000 active; P00352; AID 1030; Purified ALDH1A1, NADH fluorescence, propionaldehyde substrate; Potency, µM (highest dose often 75.3 µM), for the others: top-dose activity, negative = inhibition, hits mostly inhibitors; active = well fitted inhibition curve with a large enough effect, not every such curve was filed as active; inconclusive = small, poorly fitted or top-dose-only effect, or another doubt; inactive = no such curve, though single readings can be large or run the other way;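 also: plate controls were no enzyme wells and a reference inhibitor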
RECQ1 inh: RECQ1 (human) helicase inhibition. RECQ1 DNA unwinding, red fluorescence kinetic read. Potency, µM (top dose mostly 57.3 µM), for inactives: at the top dose activity, negative = inhibition, actives largely listed as inhibitors. 0.54% of 240,000 active. AID 2549;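 also: plate controls were vehicle for no effect and no enzyme for full effect; nearly all actives have a fitted effect of over 30% in size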
Target sequence (P46063 whole entry, looked up): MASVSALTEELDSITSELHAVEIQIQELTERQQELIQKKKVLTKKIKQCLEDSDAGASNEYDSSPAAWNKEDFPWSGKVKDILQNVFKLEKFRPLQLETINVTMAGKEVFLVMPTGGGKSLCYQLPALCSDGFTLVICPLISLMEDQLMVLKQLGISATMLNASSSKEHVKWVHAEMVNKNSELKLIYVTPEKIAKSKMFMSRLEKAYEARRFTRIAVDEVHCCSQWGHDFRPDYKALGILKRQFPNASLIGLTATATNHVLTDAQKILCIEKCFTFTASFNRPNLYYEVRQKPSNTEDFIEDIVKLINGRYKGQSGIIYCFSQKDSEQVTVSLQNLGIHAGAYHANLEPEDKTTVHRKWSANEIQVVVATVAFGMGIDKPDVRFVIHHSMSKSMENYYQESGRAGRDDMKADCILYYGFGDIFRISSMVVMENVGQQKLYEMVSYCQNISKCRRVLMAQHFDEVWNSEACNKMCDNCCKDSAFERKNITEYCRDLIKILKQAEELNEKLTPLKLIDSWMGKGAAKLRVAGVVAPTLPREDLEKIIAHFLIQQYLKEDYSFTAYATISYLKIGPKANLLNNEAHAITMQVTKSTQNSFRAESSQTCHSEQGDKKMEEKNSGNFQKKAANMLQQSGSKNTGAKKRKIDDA
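50 nM RECQ1T1 preincubated 15 min with compound in Tris pH 8.0 buffer with MgCl2, DTT, Tween-20 and 2.5 ug/ml poly(dI-dC); started with 200 nM TAMRA/BHQ-2 forked duplex and 2 mM ATP. Unwinding read as fluorescence (525/598 nm), two reads 2 h apart.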
JMJD2E inh: inhibitors of human JMJD2E histone demethylase | B2RXH2 | JMJD2E catalytic domain, FDH-coupled NADH fluorescence (FDH is formaldehyde dehydrogenase) | Potency, µM (top dose mostly 57.1 µM), without a hit: at the top dose activity change, negative = inhibition, actives largely listed as inhibitors | 1.6% of 230,000 active | AID 2147; active = well fitted inhibition curve with a large enough effect, not every such curve was filed as active; inconclusive = small, poorly fitted or top-dose-only effect, or another doubt; inactive = no such curve, though single readings can be large or run the other way;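 also: 0% = wells with enzyme and -100% = buffer wells without enzyme; nearly all actives have a fitted effect of over 50% in size; many of its hits are not listed in these tables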
RGS12 GoLoco inh: inhibitors of human Gai1-RGS12 GoLoco interaction (red fluorophore). P63096. Gai1:RGS12 GoLoco peptide FP, rhodamine, 10 min. Potency, µM (top dose mostly 61.6 µM), for inactives: top-dose activity, negative = inhibition, usual class: inhibitors. 0.44% of 230,000 active. AID 880; active = well fitted inhibition curve with a large enough effect, not every such curve was filed as active; inactive = no such curve, though single readings can be large or run the other way; also: % is scaled to controls: 0 for no effect and ±100 for the full control effect; nearly all actives have a fitted effect of over 30% in size; many of its hits are not listed in these tables
Lamin A splicing: changes lamin A minigene splicing in HeLa cells; Potency, µM (doses to about 46.1 µM), inactives show at the highest dose ratio change, negative = inhibition, hits mostly inhibitors; 0.01% of 200,000 active; HeLa LMNA splicing GFP/RFP minigene ratio, 48 h; AID 1487; active = well fitted inhibition curve with a large enough effect in the signal ratio, with a control signal flat, not every such curve was filed as active; inconclusive = small, poorly fitted or top-dose-only effect, or effect the other way, or a change in a side signal; the % refers to the signal ratio; also: % is scaled to controls: 0 for no effect and ±100 for the full control effect
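S3 HeLa stable clones carrying a lamin A-EGFP splicing minigene plus DsRed2 were seeded at 600 cells/well in Opti-MEM with 2% FBS, pin-dosed and incubated 48 h at 37°C. Acumen cytometry (488 nm) gave the GFP/RFP total-intensity ratio.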
Starred values were filed as active, the others as inactive; i = inactive; ? = inconclusive; . = no result given; [ ] = remark or other dose. Unless noted, calls follow the shape of the dose curve; as a rule, active = well fitted curve in the direction sought with a large enough effect; inconclusive = small, poorly fitted or top-dose-only effect, or another doubt; inactive = no such curve, though single readings can be large; an effect the other way counts as inactive or inconclusive. Potency is read from the fitted curve at half-maximal effect.

No. | SMILES | TRb-SRC2 inh | TR SRC2 fluor cs | SMN2 splice up | ALDH1A1 block
1 | O=C(CSc1nnc(-c2cnccn2)n1Cc1ccco1)Nc1ccc(Br)cc1 | -17% | -2% | -6% | ?
2 | Cc1cccc(N2CCN(C(=O)C3CCN(S(=O)(=O)c4cccc5cccnc45)CC3)CC2C)c1 (configuration not stated) | -3% | -5% | -9% | -1%
3 | Cc1[nH]n(-c2cccc(Cl)c2)c(=O)c1C=NCC(C)C | -7% | -1% | 13µM* | 2%
4 | C/C(=N\NC(=O)CSCc1ccc([N+](=O)[O-])cc1)c1ccccc1 | 4% | 0% | -24% | -10%
5 | O=C(NCCc1ccc(Cl)cc1)/C(=C/c1cccnc1)NC(=O)c1ccccc1 | 1% | 0% | -7%[1.84 µM] | -9%
6 | Clc1nc(NCc2ccco2)nc(N2CCCCC2)n1 | -3% | -5% | -33%[inhibitor] | 2%
7 | O=C(/C=C/c1ccc(Br)cc1)NC1CCCCCC1 | -13% | -2% | 6% | 5%
8 | CCCC(=O)Nc1ccc(-c2nc3cc(C)ccc3o2)cc1 | 2% | -1% | 1.3µM* | ?
9 | CCO/C=C1/C(=O)N(c2ccccc2OC)C(=O)c2ccccc21 | 6% | 1% | -2% | ?
10 | COCCNC(=O)c1onc(CSc2cccc(C)c2)c1C(=O)O | -13% | 1% | -5% | 3%
11 | Nc1ccccc1SCc1ccccc1Cl | -4% | -4% | . | -2%
12 | CC(=O)NCC1CCCN(Cc2cn(-c3ccccc3F)nc2-c2cc(C)sc2C)C1 (configuration not stated) | -10% | -8% | . | -4%

No. | RECQ1 inh | JMJD2E inh | RGS12 GoLoco inh | Lamin A splicing
1 | 0% | 3% | 7% | ?
2 | -16% | -1% | 3% | ?
3 | i | -13% | 5% | -1%[46 µM]
4 | -8% | 10% | -6% | 12%[46 µM]
5 | -5% | ? | 9% | -12%
6 | 0% | -14% | 6% | ?
7 | 2% | 2% | 3% | 3%
8 | -17% | ? | 11% | -11%
9 | i | ? | -6% | .
10 | -5% | 2% | 63%[activator] | 9%[0.0737 µM]
11 | 4% | 3% | 5% | 25%[46 µM]
12 | -2% | -27% | 15% | 9%[46 µM]

Further records follow.
No. | SMILES | TRb-SRC2 inh | TR SRC2 fluor cs | SMN2 splice up | ALDH1A1 block
13 | Cc1nc(CC(=O)Nc2nc(C(C)(C)C)cs2)cs1 | 9% | 3% | -36%[inhibitor] | ?
14 | O=c1c2ccccc2[nH]c(=S)n1Cc1ccc2c(c1)OCO2 | -7% | -2% | -7% | 4%
15 | CC(=O)N1CCn2c3ccc(C)cc3c3cccc1c32 | 0% | 0% | ? | 8%
16 | CCOC(=O)C(C)/C(C)=N\Nc1ccc([N+](=O)[O-])cc1[N+](=O)[O-] (configuration not stated) | 6% | -3% | -42%[inhibitor] | -15%
17 | O=C(Nc1ccccc1Oc1ccccc1)C1CC1 | 8% | -1% | 7% | 13%
18 | Cc1cc(C)nc(-n2nc(C)c(C3(O)C(=O)Nc4ccc(F)cc43)c2N)n1 (configuration not stated) | -5% | -1% | -5% | -5%
19 | CC(NC(=O)C1CCN(c2nnc(-n3cccc3)s2)CC1)C12CC3CC(CC(C3)C1)C2 (configuration not stated) | -4% | -1% | -16% | 6%
20 | N/C(=N\OC(=O)c1ccc2c(c1)OCO2)c1ccc(Br)cc1 | -1% | 0% | 23% | -3%
21 | CCOc1ccccc1N(CC(=O)Nc1ccc(S(=O)(=O)N2CCOCC2)cc1)S(=O)(=O)c1ccccc1 | -19% | -2% | -15% | -12%
22 | O=C(CN1CCOCC1)N/N=C/C(Br)=C\c1ccccc1 | 5% | 0% | ? | -6%
23 | O=C(Nc1ccc(Oc2ccccc2)cc1)c1ccco1 | -6% | 0% | 16µM* | -4%
24 | O=C(Nc1cccc(NC(=O)c2ccc(Br)o2)n1)c1ccc(Br)o1 | 8% | -7% | 3% | ?

No. | RECQ1 inh | JMJD2E inh | RGS12 GoLoco inh | Lamin A splicing
13 | -5% | 1% | 19% | -16%
14 | -16% | 4% | -1% | .
15 | -10% | -5% | 6% | ?
16 | -9% | -19% | 12% | 20%[46 µM]
17 | 0% | 3% | 4% | 4%
18 | -13% | -9% | 8% | 7%
19 | i | 5% | 10% | 7%
20 | i | -9% | 6% | .
21 | -12% | -2% | -17% | 7%
22 | -5% | 0% | 6% | .
23 | -5% | -2% | 0% | ?
24 | -13% | ? | 2% | 13%

Compound profiles, as listed above.
`O=c1c2ccccc2[nH]c(=S)n1Cc1ccc2c(c1)OCO2` as listed: TRb-SRC2 inh: -7%; TR SRC2 fluor cs: -2%; SMN2 splice up: -7%; ALDH1A1 block: 4%; RECQ1 inh: -16%; JMJD2E inh: 4%; RGS12 GoLoco inh: -1%; Lamin A splicing: .
`Cc1cc(C)nc(-n2nc(C)c(C3(O)C(=O)Nc4ccc(F)cc43)c2N)n1` (configuration not stated) as listed: TRb-SRC2 inh: -5%; TR SRC2 fluor cs: -1%; SMN2 splice up: -5%; ALDH1A1 block: -5%; RECQ1 inh: -13%; JMJD2E inh: -9%; RGS12 GoLoco inh: 8%; Lamin A splicing: 7%
`O=C(CN1CCOCC1)N/N=C/C(Br)=C\c1ccccc1` as listed: TRb-SRC2 inh: 5%; TR SRC2 fluor cs: 0%; SMN2 splice up: ?; ALDH1A1 block: -6%; RECQ1 inh: -5%; JMJD2E inh: 0%; RGS12 GoLoco inh: 6%; Lamin A splicing: .

(next part)
No. | SMILES | TRb-SRC2 inh | TR SRC2 fluor cs | SMN2 splice up | ALDH1A1 block
25 | CCC1CCCCN1Cc1nc2c(c(=O)n(C)c(=O)n2C)n1CCC(C)C (configuration not stated) | 6% | 1% | -62%[inhibitor] | ?
26 | Cc1cccc(C(P(=O)(c2ccccc2)c2ccccc2)P(=O)(c2ccccc2)c2ccccc2)n1 | 5% | 0% | -14% | 9%
27 | Cc1cc(C(=O)NCCCN2CCCC2=O)no1 | -17% | -2% | -1% | 10%
28 | CCOc1cc(C2CC(=O)c3c(ccc4ccccc34)N2)ccc1O (configuration not stated) | -12% | 0% | 2% | -2%
29 | Cc1ccc(C)c(N2CCN(C(=O)C(Cc3ccccc3)n3cccc3)CC2)c1 (configuration not stated) | 2% | 0% | -4% | 5%
30 | O=c1c(/C=N/OCc2ccc(Cl)cc2Cl)c[nH]n1-c1cccc(Cl)n1 | -5% | -3% | -15% | 4%
31 | Cc1ccc2cc(CN(CC3CCCO3)C(=S)Nc3ccccc3)c(=O)[nH]c2c1C (configuration not stated) | 6% | 5% | ? | ?
32 | Cc1ccc(C)c(Nc2ccc(C(=O)NCCc3ccccc3)cn2)c1 | 5% | 4% | 1% | -5%
33 | COc1ccc(/C(N)=N/OC(=O)CCCN2C(=O)c3ccccc3C2=O)cc1OC | -1% | -3% | 12% | -6%
34 | CC(=O)c1ccc(OCC(O)CN2CCCC(C)C2)cc1 (configuration not stated) | 1% | 0% | -3% | -2%
35 | Cc1nc2sc3c(NCc4ccco4)ncnc3c2c2c1COC(C)(C)C2 | ? | 28% | -5% | ?
36 | Cc1cc(C)c2c(CN3CCN(CCO)CC3)cc(=O)oc2c1 | -4% | -2% | -6% | -2%

No. | RECQ1 inh | JMJD2E inh | RGS12 GoLoco inh | Lamin A splicing
25 | -8% | 3% | -7% | 1%
26 | ? | 8% | -4% | -1%
27 | -1% | -2% | 4% | -9%
28 | -4% | 3% | 1% | -13%
29 | -15% | 6% | 3% | -10%
30 | -2% | ? | 9% | -29%[9.22 µM]
31 | -11% | -9% | 5% | ?
32 | -5% | ? | -3% | ?
33 | i | 6% | 7% | -6%[46 µM]
34 | -11% | -6% | 4% | -16%
35 | 9% | ? | 8% | ?
36 | -2% | -5% | -2% | -3%

(next part)
No. | SMILES | TRb-SRC2 inh | TR SRC2 fluor cs | SMN2 splice up | ALDH1A1 block
37 | CC1(C)CN(c2cccc(Br)c2)C1=O | 1% | -3% | 2% | ?
38 | COc1ccccc1N1CCN(/N=C/c2cc(OC)c(O)c(OC)c2)CC1 | -4% | 1% | 27% | 16µM*
39 | Nc1nnc(SCc2coc(-c3ccc(Cl)cc3)n2)s1 | -1% | -4% | -5% | 4%
40 | CCOCCCn1cnc2c(c1=O)c1nc3ccccc3nc1n2-c1ccccc1 | 5% | 2% | 13% | -7%
41 | CO[C@H]1COC(=O)[C@H]2CCCN2C(=O)[C@@H](C)COC(=O)C/C=C\[C@@H]1C | 4%[11.2 µM] | 4%[11.2 µM] | . | 21%[13.5 µM]
42 | Cc1ccc2c(c1)OC(=O)CC2c1ccccc1 (configuration not stated) | 5% | -1% | 12% | ?
43 | CSCC(=O)N1CCCC(C(=O)c2cc(F)ccc2F)C1 (configuration not stated) | 1% | 0% | . | 10µM*
44 | C=CCC(Nc1ccccc1)C12C=CC(O1)C(C(=O)OC)=C2C(=O)OC (configuration not stated) | -11% | 1% | 5% | 9%
45 | O=C(NCc1cccs1)C1CCC(CNS(=O)(=O)c2cccc3nsnc23)CC1 (configuration not stated) | -2% | -5% | -19% | 22µM*
46 | Cc1cccc(C(=O)Nc2cccc(-c3ccc4nncn4n3)c2)c1 | -9% | -6% | -21% | -6%
47 | CCOC(=O)Cc1c(C)nc2c(-c3ccccc3)c(C)[nH]n2c1=O | . | . | -17% | -13%
48 | CC(=O)O/N=C/c1c(C)c(C=O)n2ccccc12 | -9% | -2% | 9% | ?

No. | RECQ1 inh | JMJD2E inh | RGS12 GoLoco inh | Lamin A splicing
37 | -16% | 7% | -8% | -5%[9.22 µM]
38 | 2% | 2% | 2.8µM* | -8%
39 | -9% | 1% | 0% | ?
40 | i | ? | 4% | 7%
41 | -3%[11.5 µM] | . | . | .
42 | -13% | 7% | -8% | -1%
43 | -3% | -2% | -4% | ?
44 | -1% | -1% | 3% | ?
45 | -6% | -1% | -4% | 6%
46 | -14% | 0% | 12% | .
47 | -5% | ? | 4% | -4%
48 | -19% | ? | -3% | -3%[46 µM]

An excerpt; count on the stated rates, not on these rows.
